Bioassay records deposited in PubChem by Fisher Drug Discovery Resource Center.
NPYLR7 agonist = mosquito NPYLR7 agonism; HEK293T NPYLR7/Galpha15, GCaMP6s calcium fluorescence; activation, % at 10 µM; actives 0.15% (n = 270,000); in the data active = activation above about 40%;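 note: 0% = vehicle and 100% = reference agonist at the receptor; some compounds past the cut are filed as inactive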
mcGAS inh = mouse cGAS inhibition by luminescence | inhibition, % at 12.5 µM | actives 0.15% (n = 160,000) | recombinant cGAS, Kinase-Glo ATP depletion luminescence | AID 1259399 | Q8C6L5;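 note: 0% = negative control wells and 100% = reference inhibitor with no enzyme activity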
hcGAS inh = human cGAS inhibition; Q8N884; recombinant h-cGAS, ATP depletion, Kinase-Glo luminescence; inhibition, % at 12.5 µM; actives 0.081% (n = 290,000);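 note: 0% = vehicle reaction and 100% = reaction without DNA for no activity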
Target sequence (Q8N884 whole entry, looked up): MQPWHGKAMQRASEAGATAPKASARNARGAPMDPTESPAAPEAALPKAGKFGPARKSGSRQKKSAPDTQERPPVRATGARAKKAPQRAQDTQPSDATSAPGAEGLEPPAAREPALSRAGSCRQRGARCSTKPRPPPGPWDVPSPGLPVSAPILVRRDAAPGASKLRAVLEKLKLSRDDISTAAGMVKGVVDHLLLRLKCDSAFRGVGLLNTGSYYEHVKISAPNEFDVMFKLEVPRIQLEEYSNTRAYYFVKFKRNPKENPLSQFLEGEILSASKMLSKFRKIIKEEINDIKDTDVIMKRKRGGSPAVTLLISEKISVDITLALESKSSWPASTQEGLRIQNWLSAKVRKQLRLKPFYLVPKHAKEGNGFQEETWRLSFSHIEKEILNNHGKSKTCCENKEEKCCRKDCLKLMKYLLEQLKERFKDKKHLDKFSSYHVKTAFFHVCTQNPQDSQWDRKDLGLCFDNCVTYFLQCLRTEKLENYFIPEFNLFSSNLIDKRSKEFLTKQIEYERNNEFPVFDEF
An asterisk follows results filed as active; / = not tested or not shown. Cut-off read from the data, not from the text of the source, unless noted: active = inhibition above about 40%; inactive = the rest.

Results follow in this order: NPYLR7 agonist, mcGAS inh, hcGAS inh
COc1ccc2sc(N(CCCN(C)C)C(=O)c3ccc(Br)s3)nc2c1
→ 1, -5, 1
CC(C)C(C)N(CCS(=O)(=O)c1ccc(Cl)cc1)C1CC1 (stereo not drawn)
→ 2, /, -5
CCn1c(=O)n(CC(=O)NC2CCCC(C)C2)c2ccccc21 (stereo not drawn)
→ 1, /, -8
CC(C)N1CCN(C(=O)c2n[nH]c3c2CN(C(=O)CCC2CCCC2)CC3)CC1
→ /, -5, -3
CCC(C)CNc1nnn(CC)n1 (stereo not drawn)
→ -2, /, -5
COc1ccc(C(NC(=O)C2CCN(Cc3ccc(Oc4ccccc4)cc3)CC2)c2ccccn2)cc1 (stereo not drawn)
→ 19, -3, -7
C=CCOC(CN1CCN(C(=O)CCC2CCCC2)CC1)c1cccc(N2CCCC2)c1 (stereo not drawn)
→ /, -8, -7
Cc1nc2sccn2c(=O)c1NC(=O)c1ccc(C(F)(F)F)cc1
→ 15, -8, -6
C=CCN1N=C(C)Cn2c1nc1c2c(=O)n(CCC(C)C)c(=O)n1C
→ 8, -9, -6
COc1ccc(NC(=O)CSCCOc2ccc(OC)cc2)cc1
→ 5, /, -4
O=C(NCCc1ccccc1)C1Cc2c(-c3ccc(Cl)cc3)ccnc2O1 (stereo not drawn)
→ 13, -6, -5
Cn1ncc(Br)c1C(=O)NCC12CC3CC(CC(C3)C1)C2
→ /, -6, -12
CCOC(=O)N1CCC(Nc2nc3ccccc3o2)CC1
→ 5, -8, -3
COCCCNC(=O)c1cc(-c2ccc(Cl)cc2)n(-c2ccc(F)cc2)c1C
→ 1, 0, 4
Clc1ccccc1-c1nnc2sc(-c3cccnc3)nn12
→ -1, /, -3
CCCC(=O)OCC(O)CN(Cc1ccc(F)cc1)Cc1ccc(OC)c(OC)c1 (stereo not drawn)
→ -2, -4, -3
O=S(=O)(CCc1ccccn1)Oc1cccc(OS(=O)(=O)CCc2ccccn2)c1
→ 1, /, -3
CCN1CCN(C(=O)c2cn3c(n2)CCC(c2ccccc2C)C3)CC1 (stereo not drawn)
→ 7, /, -1
Oc1ccc(CC2COCC(Cc3ccc(O)cc3)C2)cc1 (stereo not drawn)
→ 8, /, 2
O=S(=O)(NCc1cn2ccccc2n1)c1ccccc1F
→ 5, /, -8

Compound profiles (already shown). Order of screens: NPYLR7 agonist, mcGAS inh, hcGAS inh
CCOC(=O)N1CCC(Nc2nc3ccccc3o2)CC1 reads 5, -8, -3
C=CCOC(CN1CCN(C(=O)CCC2CCCC2)CC1)c1cccc(N2CCCC2)c1 (stereo not drawn) reads /, -8, -7

Later entries.
Results follow in this order: NPYLR7 agonist, mcGAS inh, hcGAS inh
Cc1ccc(SCc2cc(=O)n(-c3nc4ccccc4[nH]3)[nH]2)cc1
→ -12, /, 21
CCOC1=NN(c2ccc([N+](=O)[O-])cc2)C(=O)/C1=C/c1cc(OC)ccc1O
→ 2, -7, -6
CC1CCC2(CC1)NC(=O)N(CC(=O)NCC(C)c1ccccc1)C2=O (stereo not drawn)
→ 3, /, -1
CCn1ccnc1CN1CCN(c2nc(-c3ccccc3)nc3c2CCC3)CC1
→ 0, -3, -5
CCOc1ccccc1NC(C)c1ccc(F)cc1 (stereo not drawn)
→ -5, /, 2
O=C(CSc1nc(=O)n(CC2CCCO2)c2c1CCCC2)Nc1ccc([N+](=O)[O-])cc1 (stereo not drawn)
→ -3, -7, -2
O=C(c1ccc2c(c1)OCO2)N1CCCC(OCc2ccc(F)cc2F)C1 (stereo not drawn)
→ -3, /, 1
CCOC(=O)c1cc(-c2ccccc2C)n(-c2ccc(C(=O)NCCCOC)cc2)n1
→ 1, -8, -7
COC(=O)c1cccc(C(=O)NC(C)c2ccc(O)c(F)c2)c1 (stereo not drawn)
→ -6, /, -2
O=C(Cn1cnc2sccc2c1=O)Nc1nc(-c2ccccc2Cl)cs1
→ 0, /, 0
Cc1ccc2oc(-c3ccc(NC(=O)c4ccc([N+](=O)[O-])c(C)c4)cc3O)nc2c1
→ -4, -4, -4
Clc1cccc(CNc2cc(-c3ccccc3)nc3ncnn23)c1Cl
→ 25, -8, -6
CCc1nc2ccc(C(=O)NCCCN3CCCC3=O)cn2c1N(CC)C(C)=O
→ -9, 1, -2
O=C(NCCc1csc2nc(-c3ccc(F)cc3)nn12)c1cccc(F)c1
→ 6, -7, -6
Cc1ccc(C)c(CSc2nncn3c2cc2oc(C)cc23)c1
→ 4, /, -3
COc1cccc(CNC(=O)C2CCN(C(=O)[C@@H]3CCCN3C(=O)Nc3c(Cl)cccc3C(F)(F)F)CC2)c1
→ 15, -4, 0
COC(=O)c1ccc(-c2noc(CN3CC=CC3)n2)cc1
→ 0, /, 4
CCc1nc(N)sc1C(=O)NCc1ccc2c(c1)n(C)c(=O)n2C
→ 4, /, -5
Cc1ccccc1NC(=O)N1CCC2(CC1)SCCN2C(=O)CC(C)C
→ 7, -4, -4
COc1ccc(Cl)cc1NC(=O)c1cccnc1N(C)C
→ 5, /, -6

Part of the list above, as labelled records.
COc1cccc(CNC(=O)C2CCN(C(=O)[C@@H]3CCCN3C(=O)Nc3c(Cl)cccc3C(F)(F)F)CC2)c1
- NPYLR7 agonist = 15
- mcGAS inh = -4
- hcGAS inh = 0
COC(=O)c1ccc(-c2noc(CN3CC=CC3)n2)cc1
- NPYLR7 agonist = 0
- mcGAS inh = /
- hcGAS inh = 4
CCc1nc(N)sc1C(=O)NCc1ccc2c(c1)n(C)c(=O)n2C
- NPYLR7 agonist = 4
- mcGAS inh = /
- hcGAS inh = -5

Next structures:
Results follow in this order: NPYLR7 agonist, mcGAS inh, hcGAS inh
CCC(C(=O)Nc1cc(Br)c(=O)n(C)c1)c1ccccc1 (stereo not drawn)
→ -22, /, -7
COc1ccc(CCN2CCC(CN(C)Cc3cnn(C(C)C)c3)CC2)cc1
→ 10, -10, -8
CC(C)(C)c1nnc2n1N=C(c1ccc(Br)s1)CS2
→ 2, /, -6
COc1ccc(C2NC(=O)N(C)C(C)=C2C(=O)OCCc2ccccc2)cc1 (stereo not drawn)
→ -16, -5, -6
COc1cccc(-c2cc(C(=O)N3CCN(C(=O)Nc4cccc(Br)c4)CC3)c(C)n2-c2ccccc2)c1
→ 6, -6, -8
Cc1ccc(NC(=O)CNCCOc2ccccc2)c(C)c1
→ 4, /, -8
Cc1csc2nc(CSc3nnc(NC4CC4)s3)cc(=O)n12
→ 1, -5, -8
O=C(CSc1nc2ccccc2o1)CSc1nc2ccccc2o1
→ -6, -2, -16
CCOc1nc(-c2ccc(C)cc2)n(-c2ccc(NC(C)=O)cc2)n1
→ -7, -1, 1
Nc1ncc(-c2ccccc2)c(-c2ccc(OCc3ccc(F)cc3)cc2O)n1
→ 3, -8, -3
COc1cc(-c2nc3cc(C)ccn3c2NC(C)(C)CC(C)(C)C)ccc1OC(=O)c1cccc(Br)c1
→ 2, -2, -2
Cc1cccc(NC(=O)CN(C)C(=O)C2CCCC2)c1C
→ -8, /, 5
CC1(C(=O)NS(=O)(=O)c2ccccc2Cl)CCN1C(=O)CCC1CCCC1 (stereo not drawn)
→ 2, /, -4
CC1=NN(c2ccc(C(=O)NC3(c4ccc(F)cc4)CCC3)cc2)CC1
→ 6, /, -17
OCc1cc(Br)ccc1O
→ 3, /, -6
Cc1ccc(NC(=O)N(Cc2csc(COc3ccc(Cl)cc3)n2)C2CC2)cc1
→ -7, 2, 3
O=C(CC1C(=O)NCCN1Cc1ccc(F)cc1)NC1(CO)CCCC1 (stereo not drawn)
→ 5, /, -4
O=C(NC1CCN(c2ccc(F)cc2F)C1)c1cccnc1Cl (stereo not drawn)
→ 7, -11, -3
COc1ccc(CCN(C)Cc2ccc(C(=O)N3C4CCC3CC(Oc3cccc(C(F)(F)F)c3)C4)cc2)cc1OC (stereo not drawn)
→ -4, 1, 0
O=C(c1ccc2c(c1)COC2)N(Cc1ccccc1)c1ccccn1
→ -9, -1, 0

The closing 2 records of the part above lead into the next:
Results follow in this order: NPYLR7 agonist, mcGAS inh, hcGAS inh
COc1ccc(CCN(C)Cc2ccc(C(=O)N3C4CCC3CC(Oc3cccc(C(F)(F)F)c3)C4)cc2)cc1OC (stereo not drawn)
→ -4, 1, 0
O=C(c1ccc2c(c1)COC2)N(Cc1ccccc1)c1ccccn1
→ -9, -1, 0
CN(C)C(=O)Nc1ccc(C2SCC(=O)N2c2ccc(F)cc2)cc1 (stereo not drawn)
→ -5, -2, -1
CCc1cc(CN(C)C(=O)c2cn3c4c(cccc4c2=O)CC3)on1
→ 0, /, -3
Cn1ccc2c(C(=O)NS(=O)(=O)N3CCCC3)cccc21
→ -24, /, 8
CCOC(=O)C1=C(COc2ccccc2Cl)N(CC)C(=O)NC1c1ccc([N+](=O)[O-])cc1 (stereo not drawn)
→ /, -4, -4
Cc1nc(SCC(=O)NC(C)(C#N)C2CC2)c2c(C)c(C)sc2n1 (stereo not drawn)
→ 0, 0, -2
CCCn1ncc(CN2CCCC(C(=O)c3ccc4cc(OC)ccc4c3)C2)c1C (stereo not drawn)
→ 0, /, -3
O=C(NCc1ccncc1)C1COC2(CCN(C(=O)c3ccc(Cl)cc3)CC2)N1C(=O)c1ccc(F)cc1 (stereo not drawn)
→ 1, -5, -6
COc1ccccc1C(=O)OCCN(C1=NS(=O)(=O)c2ccccc21)c1ccccc1Cl
→ 9, 4, 3
Cc1ccc2nc(SC(C(=O)N(C)C)c3ccccc3)[nH]c2c1 (stereo not drawn)
→ 3, /, 0
COc1ccc(-c2cnnc(NCCCCCN3CCOCC3)n2)cc1
→ -4, -3, -3
COCCCNc1nc(Nc2ccc3c(c2)OCO3)c2cnn(-c3ccccc3)c2n1
→ 3, -8, -6
CN1CCCC[C@]2(C[C@H](CO)[C@H](c3ccccc3)N2C(=O)CC2CCCC2)C1=O
→ 4, -4, 1
FC(F)n1ccc2ccccc21
→ 34, -6, -3
COc1cccc(NC(=O)C(C2CCCC2)N2CCN(C(=O)C3CCC3)CC2)c1 (stereo not drawn)
→ -9, 0, -1
Cc1ccccc1CN(Cc1nc(C(=O)NC(C)c2ccccc2)co1)CC1CC1 (stereo not drawn)
→ 2, -6, -1
CCOC(=O)C1=C(O)/C(=C\c2cc(O)cc(O)c2)SC1=Nc1cccc(C(F)(F)F)c1
→ 1, -2, 0
CCc1nc2ccc(C(=O)Nc3ccc(OC)c(OC)c3)cn2c1N(CC)CC(=O)N(C)C
→ 10, -2, 0
CC(C)C(C(=O)NC1CC(C)(C)OC1=O)c1ccccc1 (stereo not drawn)
→ -5, -15, -6
CN(C)C(=O)N1CCC(c2nc(-c3ccccn3)no2)CC1
→ 8, /, -2
CNC(=O)C(C)Sc1nnnn1-c1ccc(C)cc1 (stereo not drawn)
→ 6, /, 2
CCOC(=O)c1cnn(-c2cc(C)nc3c(-c4ccc(Cl)cc4)c(C)nn23)c1N
→ -5, 1, 0
CCO[C@H]1COC[C@@H]1NC(=O)c1c(-c2ccccc2)noc1C
→ 1, /, -2
O=C(c1ccc(C2CCCN2)s1)N1CCC2(CCCO2)CC1 (stereo not drawn)
→ -2, 0, 0
CC(=O)NCC1CCC2(CCN(c3nccc(CCC(F)(F)F)n3)CC2)O1 (stereo not drawn)
→ 3, /, -11
CC1C(=O)N(C)C(=O)c2nc[nH]c21 (stereo not drawn)
→ 0, -6, -5
CC(=O)N[C@@H]1c2ccccc2C2(CCN(C(=O)/C=C/c3ccccc3F)CC2)[C@H]1OCc1ccccc1
→ -1, -19, -7
CCOC(=O)c1c(N)oc2c(-c3ccc(C)cc3)c3c(C(=O)OCC)c(N)oc3cc12
→ -1, /, 5
O=S(=O)(O)C/C(=C\c1ccc(Cl)cc1)c1cc[n+](CCO)cc1
→ -12, 3, 6
Cc1ccnc(NCCNC(=O)C2CCCN(C(=O)N(C)C)C2)c1 (stereo not drawn)
→ 13, /, -3
Cc1nn(C)c(Cl)c1CN1CCN(c2nnc(C(F)(F)F)s2)CC1
→ -1, /, -5
COc1ccc(OC)c2c1CN(Cc1ncc(Cl)n1C)CC2O (stereo not drawn)
→ 7, /, -7
CCC(CC)C(=O)N(C)c1c(C)nc2c(OCCOc3ccccc3)cccn12
→ -2, -1, -4
COC(=O)[C@@H](C)NC(=O)[C@H]1CN(S(=O)(=O)c2ccccc2)CCN1C(=O)C1CCNCC1
→ -8, -8, -8
O=C(O)CC1S/C(=N\N=C/c2ccc([N+](=O)[O-])cc2)N(c2ccc(O)cc2)C1=O (stereo not drawn)
→ 0, /, -3
CN1CCC(C(=O)NCCc2cccnc2)CC1=O (stereo not drawn)
→ 1, /, -5
Cc1cc(CN(C)C(=O)NCC2CCOC2)no1 (stereo not drawn)
→ -1, /, -14

Single entries from the entries so far.
hcGAS inh result of `COC(=O)[C@@H](C)NC(=O)[C@H]1CN(S(=O)(=O)c2ccccc2)CCN1C(=O)C1CCNCC1` : -8
NPYLR7 agonist result of `CN1CCC(C(=O)NCCc2cccnc2)CC1=O` (stereo not drawn) : 1
NPYLR7 agonist result of `Cc1cc(CN(C)C(=O)NCC2CCOC2)no1` (stereo not drawn) : -1
NPYLR7 agonist result of `CC(=O)NCC1CCC2(CCN(c3nccc(CCC(F)(F)F)n3)CC2)O1` (stereo not drawn) : 3
